High-throughput results: PubChem BioAssay, The Scripps Research Institute Molecular Screening Center
CHRM1 antagonist – antagonists of human M1 muscarinic receptor; hit rate 1.3% among 360,000; inhibition, % at 3 µM; AID 588852; CHO-K1 hM1, Fluo-8 calcium fluorescence, ACh EC80 antagonist;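 active = percent inhibition above its own plate's cutoff, namely the mean of that plate's compound wells plus 3 SD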;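 also: peak over basal fluorescence ratio during 140 s after agonist addition; 0% = ACh EC80 plus DMSO and 100% = DMSO alone without agonist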
Target sequence (P11229 whole entry, looked up): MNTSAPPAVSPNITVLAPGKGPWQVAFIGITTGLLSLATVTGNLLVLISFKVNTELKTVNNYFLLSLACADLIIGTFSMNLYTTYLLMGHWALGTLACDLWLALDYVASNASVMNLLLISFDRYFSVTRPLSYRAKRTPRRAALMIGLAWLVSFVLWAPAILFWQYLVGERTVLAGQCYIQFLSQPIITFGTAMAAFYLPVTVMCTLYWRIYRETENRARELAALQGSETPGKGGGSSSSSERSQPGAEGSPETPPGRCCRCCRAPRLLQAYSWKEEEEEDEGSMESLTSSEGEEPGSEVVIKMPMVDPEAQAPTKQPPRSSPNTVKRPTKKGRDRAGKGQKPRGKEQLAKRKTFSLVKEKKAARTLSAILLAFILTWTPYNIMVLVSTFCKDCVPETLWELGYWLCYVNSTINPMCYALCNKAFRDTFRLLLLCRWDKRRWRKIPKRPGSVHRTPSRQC
CHO-K1 Ca antag – nonselective inhibitor or artifact in parental CHO-K1 cells; ATP-induced calcium, Fluo-8 fluorescence; inhibition, % at 3 µM; hit rate 0.6% among 360,000;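 active = inhibition above a per-plate cutoff, the plate's mean sample inhibition plus 3 SD, cut at about 24% in these data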;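 also: 0% = DMSO plus EC80 ATP and 100% = DMSO alone without ATP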
TAAR1 ag – agonists of human TAAR1. CHO RD-HGA16 TAAR1, Fluo-8 calcium fluorescence; vehicle wells 0%, saturating PEA agonist 100%. activation, % at 3 µM. hit rate 0.99% among 360,000;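 active = activation above the mean activation of all test compounds in the run plus 3 SD, cut at about 38% in these data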
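Test system: RD-HGA16 (CHO) cells co-expressing Gα16 and hTAAR1 / Benchmarks: DMSO vehicle as 0%, PEA at EC100 as 100% / Repeats: no replicates (n 1) / Measure: % activation from peak over basal fluorescence ratio, DMSO-to-PEA scaled / Timing: 17-24 h plating, Fluo-8 75 min 37 °C, 30 min RT / Technique: kinetic Fluo-8 calcium fluorescence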
TAAR1 antagonist – antagonists of human TAAR1. CHO RD-HGA16 TAAR1, Fluo-8 calcium fluorescence, antagonist. inhibition, % at 3 µM. hit rate 1.5% among 360,000. AID 624466;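 active = inhibition above a per-plate cutoff, the mean inhibition of test compounds on that plate plus 3 SD, cut at about 49% in these data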;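 also: 0% = DMSO plus EC80 beta-PEA response and 100% = DMSO alone without agonist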
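Test system – hTAAR1-expressing CHO RD-HGA16 cells, Gα16-coupled · Reagent – β-PEA at EC80 concentration, post-compound challenge · Compound dosing – 3 µM, single point · Timing – 140 s kinetic read after compound, 140 s after agonist · Detection – Fluo-8 intracellular calcium dye fluorescence, real-time kinetic reads · Control set – DMSO and EC80 PEA controls · Repeats – n of 1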
M1 ag parental – M1 agonist counterscreen hit in parental CHO-K1 cells | Fluo-8 calcium fluorescence; scaled to maximal ATP response, vehicle zero | activation, % at 3 µM | hit rate 0.48% among 360,000 | AID 602248; in the data active = activation above about 15%;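 also: untransfected CHO-K1 host cells lacking M1 receptor as counterscreen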
CHO parental Ca – counter-screen: ATP calcium response change in parental CHO cells. parental CHO-K1, ATP-induced calcium, Fluo-8 fluorescence. inhibition, % at 5.6 µM. hit rate 0.63% among 330,000;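 active = inhibition above that plate's mean sample inhibition plus 3 SD, cut at about 26% in these data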;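 also: 0% = ATP-challenged DMSO wells and 100% = DMSO wells without ATP; some compounds past the cut are filed as inactive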
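Test system: parental CHO cells; detection: calcium-sensitive Fluo-8 fluorescence; evaluation: percent inhibition of calcium signal; also added: ATP as calcium-mobilizing challenge; repeats: one well per compound; control set: ATP-challenged DMSO wells low, unchallenged DMSO wells high; compound: single nominal dose of 5.6 µM per compound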
CHRM1 agonist – agonists of human M1 muscarinic receptor | P11229 | hit rate 0.33% among 360,000 | CHO-K1 hM1, Fluo-8 calcium fluorescence, agonist mode; 0% DMSO, 100% acetylcholine EC100 | activation, % at 3 µM;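 active = activation above the run's mean compound activation plus 3 SD, cut at about 16% in these data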;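 also: peak over basal fluorescence ratio within a 140 s kinetic read after compound addition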
OXTR potentiator – potentiates the human oxytocin receptor response; hit rate 0.061% among 320,000; P30559; CHO-OTR cells, Fluo-8 calcium fluorescence, potentiator mode; 0% = oxytocin EC15, 100% = EC100; activation, % at 3 µM;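 active = activation above that plate's cutoff, the mean activation of tested compounds plus 3 SD, cut at about 6.6% in these data, passing the limit was not always enough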;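 also: 100% uses oxytocin at 75 nM as the full agonist control; some results filed as inactive read as strong as hits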
Target sequence (P30559 whole entry, looked up): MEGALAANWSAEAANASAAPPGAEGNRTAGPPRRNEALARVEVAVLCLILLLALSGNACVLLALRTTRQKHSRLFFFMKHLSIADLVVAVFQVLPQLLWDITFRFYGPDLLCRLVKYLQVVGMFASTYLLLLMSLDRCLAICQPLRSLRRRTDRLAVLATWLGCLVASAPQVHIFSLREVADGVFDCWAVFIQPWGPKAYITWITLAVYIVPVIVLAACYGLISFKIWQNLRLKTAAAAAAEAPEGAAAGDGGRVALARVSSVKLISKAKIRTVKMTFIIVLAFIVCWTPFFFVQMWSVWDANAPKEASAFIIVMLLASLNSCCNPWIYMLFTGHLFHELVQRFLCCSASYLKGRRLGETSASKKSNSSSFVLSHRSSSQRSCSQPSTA
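Measured by – Fluo-8 calcium dye fluorescence · Test system – human OTR in CHO cells · Dosing – one concentration, 3.0 µM compound · Controls – EC15 oxytocin alone as 0%, 75 nM oxytocin as 100% · Evaluation – normalized max/min fluorescence ratio, % activation · Timing – 6 min pre-incubation, 100 s read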
M1 PAM parental – nonselective activator or artifact in parental CHO-K1 calcium assay; ATP EC20, Fluo-8 calcium fluorescence; 0% at ATP EC20, 100% at ATP max; activation, % at 3 µM; hit rate 0.02% among 360,000; AID 602247;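 active = activation above the run cutoff, the mean activation of all test compounds plus 3 SD, cut at about 40% in these data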;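 also: peak over basal fluorescence ratio in a 140 s read after ATP addition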
* marks the source's active call; other numbers are inactive results; . = no result given.

Screens in order: OXTR potentiator | M1 PAM parental | TAAR1 antagonist | CHO parental Ca | CHRM1 antagonist | CHO-K1 Ca antag | TAAR1 ag | M1 ag parental | CHRM1 agonist
COc1ccc(NC(=O)c2sc3ncn(CC(=O)N4CCN(c5ccccn5)CC4)c(=O)c3c2C)cc1OC
 : -9 | -4 | 34 | -8 | -3 | -1 | 11 | 4.5 | -2
COc1ccc(N2CCN(C(=O)CN(c3cccc(OC)c3)S(=O)(=O)c3ccccc3)CC2)cc1
 : -6 | -9 | -4 | -17 | -3 | 1 | 2 | 1.6 | -3
Cc1ccc2[nH]c3nc(SCC#N)nnc3c2c1
 : -6 | -11 | 19 | -5 | -5 | 7 | 0 | 0.0 | 3
O=C(N/C(=C\c1ccccc1)C(=O)N1CCCCCC1)c1ccccc1
 : -13 | -7 | -3 | -37 | -4 | 21 | 2 | 1.6 | -9
COc1ccc(C(=O)NCC(=O)N/N=C/c2cccc(OC(=O)c3ccco3)c2)cc1OC
 : 0 | 9 | 7 | -21 | -1 | -10 | 8 | 0.0 | -1
Cc1nn(C)c(C)c1CN(C)C(=O)c1cnn2c1NC(c1ccccc1)CC2C(F)(F)F (stereo not drawn)
 : -7 | 3 | 3 | -12 | -8 | -13 | 2 | 3.0 | -6
Nc1[nH]c(C(=O)c2ccccc2)c(-c2c(F)cccc2F)c1C(=O)c1ccc(Cl)c(Cl)c1
 : . | 8 | 21 | . | . | -2 | 1 | -0.3 | .
O=C(CSc1ccc(-c2ccc(F)cc2)nn1)N1CCN(c2ccccc2)CC1
 : 2 | 17 | -7 | -1 | -3 | -3 | 3 | 2.9 | -6
CCC1(C)Cc2ccccc2-c2nc(NCCCO)n(C)c(=O)c21 (stereo not drawn)
 : -8 | -6 | -5 | -17 | 8 | -6 | 7 | 1.8 | -2
O=C1[C@H]2[C@@H](c3ccccc3)N[C@]3(CCCN(Cc4ccccc4)C3=O)[C@H]2C(=O)N1Cc1ccccc1
 : . | -2 | 17 | . | 2 | -2 | 3 | 0.9 | -5
O=C(CN(c1ccc([N+](=O)[O-])cc1)S(=O)(=O)c1ccccc1)N1CCCCC1
 : -5 | 7 | -9 | -1 | -9 | -9 | -1 | 0.6 | -5
Cc1ccnc(NC2(C(F)(F)F)N=C3SCCN3C2=O)c1 (stereo not drawn)
 : -14 | -3 | -15 | 3 | 8 | -12 | 6 | 1.0 | -3
Cc1cc(Cl)n2ncc(-c3ccccc3)c2n1
 : -1 | 5 | -28 | -5 | 1 | -10 | 0 | -0.7 | -8
COc1ccc(N2CCN(C(=O)c3cc4ccccc4o3)CC2)cc1
 : -11 | -13 | -3 | -9 | 6 | -16 | -1 | -0.3 | 0
COc1cc(C2C3=C(CC(C)(C)CC3=O)N(C)C(=O)N2C)cc(OC)c1OC (stereo not drawn)
 : -1 | 14 | 10 | -16 | -16 | -18 | 2 | 0.2 | -4
Cn1c(N)c(C#N)c(-c2ccccc2)c(C#N)c1=O
 : . | 15 | 5 | . | -21 | -10 | 2 | 0.6 | 1
O=C(c1cn(-c2ccccc2)nc1-c1cccnc1)N1CCN(S(=O)(=O)c2ccccc2F)CC1
 : -8 | -7 | 26 | -8 | -7 | -6 | 5 | 0.2 | -5
CC(C)C(=O)Nc1nnc(Cc2ccccc2)s1
 : -3 | 11 | 3 | -4 | 0 | -16 | 0 | 1.0 | 0
CC(=O)N1c2ccccc2C(=O)OC1c1cccnc1 (stereo not drawn)
 : -1 | 10 | -6 | 5 | -11 | 1 | 11 | 0.7 | -2
CNc1nc(-c2ccc(S(=O)(=O)N3CCCCC3)cc2)cs1
 : -11 | 1 | 12 | -22 | 9 | -17 | 2 | 4.2 | -3
CC(=O)[C@H]1[C@@H]2C(=O)N(c3cccc(Cl)c3)C(=O)[C@@H]2[C@H]2c3ccccc3C=CN21
 : -3 | 3 | 3 | -24 | -1 | -11 | 2 | 0.2 | 1
c1ccc(-c2noc(-c3ccc4c(c3)OCO4)n2)cc1
 : -4 | 18 | 5 | -12 | -14 | -3 | 1 | 0.9 | -7
Cc1ccc(N(C(C)C(=O)N2CCCCC2)S(C)(=O)=O)cc1C (stereo not drawn)
 : 0 | 19 | 8 | -5 | -5 | -9 | 10 | 1.0 | -6
Cc1ccc(CNC(=O)CN(C(=O)C2(C)CC(=O)N=C3C=CC=CN32)c2ccccc2)cc1 (stereo not drawn)
 : 0 | 8 | -2 | 3 | 1 | -1 | 1 | 0.2 | -9
CCCCCC(=O)NC(CC(=O)OC)c1ccc2c(c1)OCO2 (stereo not drawn)
 : -5 | 3 | -3 | -5 | -2 | -5 | 0 | 0.3 | -5
COc1ccc(-c2cc(C3CCN(c4ccc(C(C)=O)cc4[N+](=O)[O-])CC3)[nH]n2)cc1
 : -12 | 14 | 39 | 50* | 27 | 15 | 21 | 5.8 | -1
CCCCN(C(=O)c1cccc(S(=O)(=O)N(CC)c2ccccc2)c1)c1c(N)n(CCCC)c(=O)[nH]c1=O
 : . | 4 | 4 | . | -13 | -4 | 16 | -0.2 | 1
CN1CCN(C2=C(Cl)C(=O)N(c3cccc(Cl)c3)C2=O)CC1
 : -11 | -9 | -6 | -14 | 0 | 9 | 1 | 0.9 | -5
Cn1nc(NC(=O)CC(C)(C)CC(=O)O)c2ccccc21
 : -8 | 10 | -28 | 5 | -10 | 0 | 2 | 0.4 | -2
O=S(=O)(c1ccccc1)n1cc(-c2cccc3nccn23)c2ccccc21
 : . | 1 | -19 | . | 22 | -8 | -1 | 0.0 | -9

Compound profiles (already shown). Screens in order: OXTR potentiator, M1 PAM parental, TAAR1 antagonist, CHO parental Ca, CHRM1 antagonist, CHO-K1 Ca antag, TAAR1 ag, M1 ag parental, CHRM1 agonist
Cn1nc(NC(=O)CC(C)(C)CC(=O)O)c2ccccc21 in the list: -8, 10, -28, 5, -10, 0, 2, 0.4, -2
c1ccc(-c2noc(-c3ccc4c(c3)OCO4)n2)cc1 in the list: -4, 18, 5, -12, -14, -3, 1, 0.9, -7

New compounds follow.
Screens in order: OXTR potentiator | M1 PAM parental | TAAR1 antagonist | CHO parental Ca | CHRM1 antagonist | CHO-K1 Ca antag | TAAR1 ag | M1 ag parental | CHRM1 agonist
NC(=O)c1nsc(C(=O)N(c2ccc(F)cc2)C(C(=O)NCC2CCCO2)c2c[nH]c3ccccc23)c1N (stereo not drawn)
 : -5 | 12 | 4 | -24 | -8 | -18 | 12 | -0.1 | 0
CC(C)(C)c1ccc(C(=O)NNC(=O)c2cccc(Br)c2)cc1
 : -4 | -6 | 2 | -6 | -1 | 2 | 4 | -0.2 | -4
c1csc(CSc2nc3ccccc3s2)c1
 : 0 | -2 | 12 | -8 | -10 | -10 | 6 | -0.2 | 1
CCOC(=O)c1c(C)oc2c1c(C(c1cccnc1)N1CCCCC1)c(O)c1ccccc12 (stereo not drawn)
 : -15 | 17 | -4 | -27 | -11 | -13 | 3 | 0.9 | -2
CCOc1ccc(CCN2C(=S)N([C@@H](CC(C)C)CN3CCCC3CN3C(=S)NC[C@@H]3Cc3ccc(O)cc3)C[C@@H]2Cc2ccc(O)cc2)cc1 (stereo partly drawn)
 : . | 12 | -15 | . | -9 | -4 | 1 | 0.4 | -2
COc1cccc(OC)c1C(=O)Nc1ccc2c(c1)N(S(=O)(=O)c1cccs1)CCC2
 : -5 | -22 | -18 | -15 | 2 | -14 | 1 | 3.2 | -3
O=C(c1cc(F)c(F)cc1Cl)N1CCCCC1
 : -3 | 19 | -18 | -5 | -7 | -11 | 4 | 0.4 | -3
COC(=O)NN=C1CCC(c2ccccc2)CC1 (stereo not drawn)
 : . | 1 | -10 | . | 3 | -7 | 1 | 0.4 | -2
OC[C@@H]1CN(Cc2ccc3c(c2)OCO3)C[C@H](n2cnc3c(NCc4ccco4)ncnc32)O1
 : . | 17 | 8 | . | -23 | -4 | 6 | 3.7 | 1
Cc1c(NS(=O)(=O)c2cccc(C(=O)NCc3ccccc3Cl)c2)c(=O)n(-c2ccccc2)n1C
 : . | 8 | -21 | . | -10 | 6 | 2 | -0.8 | -5
NC(=O)c1nsc(C(=O)N(CC(=O)NCc2ccc3c(c2)OCO3)C2CCCC2)c1N
 : -8 | 7 | -8 | -2 | -15 | 6 | 4 | 1.0 | -2
CCC(=O)Nc1cccc(-c2cc3ccccc3oc2=O)c1
 : 0 | 12 | 0 | -13 | -6 | -5 | 2 | 0.7 | -3
CCNC(=O)CP(=O)(c1ccccc1)c1ccccc1
 : -3 | 5 | -2 | -13 | -27 | 6 | 2 | 0.1 | -2
CCOc1ccc(NC(=O)CC2C(=O)N(c3cccc(OC)c3)C(=O)N2C(C)C)cc1 (stereo not drawn)
 : -1 | -4 | -1 | -9 | -7 | 1 | 0 | 0.4 | -2
Cc1ccc(C)c(S(=O)(=O)NCC(c2ccc3c(c2)OCO3)N2CCOCC2)c1 (stereo not drawn)
 : -12 | 9 | -1 | -11 | -15 | -7 | 1 | 0.9 | 0
O=C(/C(=C/c1ccc(Cl)cc1)c1nc2ccccc2[nH]1)c1cccs1
 : -2 | 4 | . | -4 | 94* | -11 | . | 1.8 | -11
O=C(CCS(=O)(=O)c1ccc(F)cc1)Nc1nnc(-c2cccs2)o1
 : 1 | 1 | 3 | -5 | 1 | -7 | 0 | 0.7 | -2
CCOc1cc(Cl)c(S(=O)(=O)NCCCn2ccnc2)cc1Cl
 : -25 | 9 | 1 | 2 | -11 | -8 | 4 | 9.7 | -4
Cc1cc(Cc2cc(C)c(N)cc2C)c(C)cc1N
 : 1 | -18 | -3 | -13 | 4 | -4 | 1 | 0.8 | -4
COc1cccc(C2C(C#N)=C(N)Oc3cc(C)n(Cc4ccccn4)c(=O)c32)c1OC (stereo not drawn)
 : -6 | -8 | -10 | -3 | -4 | 4 | 4 | 0.2 | 0
NC(=O)c1nc(-c2ccccc2)c(-c2ccccc2)[nH]c1=O
 : -10 | 8 | -11 | -4 | -15 | -10 | 2 | -0.5 | -3
COc1cc(N)c2ncccc2c1Br
 : . | -15 | 0 | . | -3 | 13 | 2 | 0.3 | 1
Cc1ccc(NC(=O)Cn2ccc([N+](=O)[O-])n2)cc1C
 : -6 | 13 | 9 | -9 | -5 | -17 | 0 | 1.3 | -5
O=C(COC(=O)c1cc(=O)[nH]c2ccccc12)NC1CCCCC1
 : 0 | -3 | -9 | -16 | -11 | -16 | 3 | 0.1 | 0
